# Screening results from PubChem.
# ATXN2 expr inh: ATXN2 expression inhibition. HEK-293 ATXN2-luciferase reporter, luminescence, 24 h. Potency, µM (highest dose often 57 µM), inactives show top-dose activity change, negative = inhibition, usual class: inhibitors. actives 0.72% (n = 360,000); note: potency is the fitted concentration of half-maximal effect; % is set by controls: 0 for no effect and ±100 for the full control effect; nearly all actives have a fitted effect of over 55% in size
#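 qHTS (up to 57 uM final) was run with 24 h compound exposure of reporter cells at 37 °C. Each well was multiplexed: SteadyGlo luminescence measured ATXN2-luciferase expression after a fluorogenic Gly-Phe-AFC viability readout (25 uM final).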
# ATXN viability: viability counter-screen for ATXN expression inhibitors; S2 cells (HEK-293 line with an ATXN2-luciferase reporter) viability, CellTiter-Fluor protease fluorescence, 24 h; AID 651635; actives 0.49% (n = 400,000); Potency, µM (series often up to 56.7 µM), most hits filed as cytotoxic; note: potency is the fitted concentration of half-maximal effect; nearly all actives have a fitted effect of over 40% in size
# MCF10A rerep: DNA re-replication induction in MCF 10a cells. MCF 10A DNA re-replication, Hoechst nuclear intensity, 48 h. Potency, µM (highest dose often 46.1 µM), for the others: at the highest dose activity, positive = re-replication, actives largely listed as activators. actives 2.9% (n = 350,000). AID 624296; note: potency is the fitted concentration of half-maximal effect; % of control where 0% means no effect; nearly all actives have a fitted effect of over 50% in size
# HT1080 IDH1KD tx: HT-1080 IDH1 knockdown cell toxicity (counter line); HT-1080 IDH1 knockdown viability, ATP luminescence, 48 h; Potency, µM (titrated, usually from 46.1 µM), for inactives: at the highest dose activity, negative = toxicity, hits mostly cytotoxic; actives 2% (n = 360,000); AID 686971;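 note: potency is the fitted concentration of half-maximal effect; 0% = DMSO wells and -100% = cell-free medium wells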
#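 Luminescent ATP read-out (CellTiter-Glo, 10 min at room temperature) after 48 h compound exposure at 37 °C gave viability of IDH1-knockdown HT-1080 cells. Activity was normalised to DMSO and cell-free wells, then fitted as concentration-response curves.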
# HT1080NT lethal: kills 2HG-producing HT-1080-NT fibrosarcoma cells. HT-1080-NT fibrosarcoma viability, CellTiter-Glo ATP luminescence, 48 h. Potency, µM (titrated, usually from 46.1 µM), for the others: at the top dose activity, negative = less viability, hits mostly cytotoxic. actives 1.6% (n = 360,000). AID 686970;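 note: NT is the 2HG producing partner of a matched IDH1 knockdown line; potency is the fitted concentration of half-maximal effect; 0% = DMSO-treated cells and -100% = media-only wells without cells; nearly all actives have a fitted effect of over 55% in size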
#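 750 cells/well, RPMI + 5% FBS; 2 h settle, compound pin-transfer, 48 h at 37 degrees C. CellTiter-Glo 10 min RT, luminescence. Normalized to DMSO and media-only wells.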
# KB-V1 cytotox: KB-V1 MDR subline cytotoxicity; KB-V1 MDR cells viability, CellTiter-Glo, 72 h; Potency, µM (titrated, usually from 46.1 µM), inactives show at the highest dose activity change, negative = cytotoxicity, usual class: cytotoxic; actives 3.4% (n = 400,000); note: potency is the fitted concentration of half-maximal effect; % is set by controls: 0 for no effect and ±100 for the full control effect; nearly all actives have a fitted effect of over 60% in size
#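 Cytotoxicity via CellTiter-Glo luminescence after 72 h compound exposure at 37 degrees C. Cells: drug-selected KB-V1 line, DMEM phenol-red free plus 10% FBS. Compounds tested at multiple concentrations; normalized data fitted to concentration-effect curves.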
# IL1B secr inh: blocks inflammasome-driven IL-1 beta release | THP-1 LPS/ATP IL-1B secretion, AlphaLISA, 16 h; hits give low values | activity change, % at 57.5 µM | actives 4.7% (n = 360,000) | AID 743279; in the data active = activity change below about -50%; inconclusive = mostly about -30% to -49%; note: % is set by controls: 0 for no effect and ±100 for the full control effect
#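 THP-1 cells pretreated 1 hr with compounds (up to 57.5 uM final), then stimulated with LPS (250 ng/mL final) plus ATP (1.25 mM final); secreted IL-1B measured by AlphaLISA after 16 hr, decreased signal indicating inhibition.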
# KB-3-1 tox: KB-3-1 parental cell cytotoxicity. Potency, µM (doses to about 46.1 µM), for inactives: at the top dose activity change, negative = cytotoxic, actives largely listed as cytotoxic. KB-3-1 viability, CellTiter-Glo ATP luminescence, 72 h. actives 1.4% (n = 400,000); note: potency is the fitted concentration of half-maximal effect; % is set by controls: 0 for no effect and ±100 for the full control effect; nearly all actives have a fitted effect of over 60% in size
#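 Parental KB-3-1 viability, qHTS format: 72 h compound exposure, 37 °C; CellTiter-Glo; media-only wells and DMSO plates as controls; concentration-effect fits on corrected data.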
# SW480 rerep: induces DNA re-replication in SW480 colon adenocarcinoma cells; AID 624297; actives 1.8% (n = 340,000); Potency, µM (doses to about 46.1 µM), for inactives: top-dose re-replication activation, hits mostly activators; SW480 DNA re-replication, Hoechst DNA content imaging, 48 h; note: potency is the fitted concentration of half-maximal effect; % of control where 0% means no effect; nearly all actives have a fitted effect of over 55% in size
#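 Hoechst fluorescence of nuclei (405 nm excitation, 500-530 nm emission) measured by plate-scanning imager after 48 hr compound exposure at 37 C; re-replication scored as increased number of nuclei with elevated intensity.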
# * = called active by the depositor; i = inactive; u = inconclusive; x = no result given; [ ] = dose if it differs, or a comment. Unless noted, calls come from the whole dose curve; as a rule, active = well fitted curve in the direction sought with a large enough effect; inconclusive = small, poorly fitted or top-dose-only effect, or another doubt; inactive = no such curve, though single readings can be large; an effect the other way counts as inactive or inconclusive.
SMILES,ATXN2 expr inh,ATXN viability,MCF10A rerep,HT1080 IDH1KD tx,HT1080NT lethal,KB-V1 cytotox,IL1B secr inh,KB-3-1 tox,SW480 rerep
O=C(COC(=O)/C=C/c1cccs1)Nc1cccc(S(=O)(=O)N2CCOCC2)c1,-17%,i,3%,-1%,-2%,3%,-7,10%,-2%
c1ccc(Nc2nc(N3CCCCC3)nc(N3CCCCC3)n2)cc1,-5%,i,-11%,u,u,4%,-11,3%,-3%
C/C(=C\c1ccccc1F)C(=O)c1c(C)cc(C)[nH]c1=O,-19%,i,-39%[inhibitor],-2%,0%,-14%,-68*,-8%,-1%
O=C(N/N=C/c1cc2c(cc1[N+](=O)[O-])OCO2)c1ccc2c(c1)OCO2,-3%,i,0%,13%,8%,7%,64,7%,-9%
CC(C)C[C@H]1CNC(=O)C(=O)N1C[C@@H]1CCCN1C[C@H](Cc1ccccc1)N1C[C@H](Cc2ccccc2)N(CCc2ccccc2)C(=O)C1=O,-29%,u,x,17%,13%,2%,u,-1%,x
Cc1ccc(N=C2NC(=O)/C(=C/c3cccnc3)S2)c(C)c1,-33%,i,u,-24%,u,3%,u,-4%,-3%
O=S(=O)(Nc1ccc(N2CCOCC2)cc1)c1ccc(F)cc1,-25%,i,0%,3%,2%,-1%,5,3%,-4%
CC(=O)Nc1sc(C)c(C)c1C(=O)OCC(=O)NCc1ccc(Cl)cc1,x,x,2%,u,11%,7%,24,2%,-18%
Cc1noc(C)c1C(=O)OCC(=O)Nc1ccccc1Oc1ccccc1,-7%,i,u,-2%,1%,-24%,2,21%,-1%
Cc1cc(OC(C)C(=O)Nc2sc3c(c2C(N)=O)CCCC3)ccc1Cl (configuration not stated),6%,i,x,x,x,1%,x,-14%,x
CCOC(=O)CNC(=S)N(Cc1ccc(C)cc1)Cc1ccc(C)o1,-1%,i,16%,-4%,0%,16µM*,-55*,27%,-3%
COc1cc(C(=O)N2CCN(Cc3ccc4c(c3)OCO4)CC2)c([N+](=O)[O-])cc1OC,-21%,i,2%,5%,8%,-1%,10,u,u
Cc1cccc(NC(=O)c2cc(NC(=O)C3CCCCC3C(=O)O)ccc2N2CCCCC2)c1 (configuration not stated),24%,i,15µM*,-12%,8%[9.24 µM],-18%,-8,8%,3%
CC1(C(=O)Nc2ccc3c(c2)OCO3)CCN1C(=O)CCc1ccc(Cl)cc1Cl (configuration not stated),-7%,28µM*,x,-13%,-6%,-4%,-3,0%,x
COc1ccc(-n2nc(C(=O)N3CCN(c4cccc(C)c4C)CC3)c3c4ccccc4n(C)c3c2=O)cc1,1%,i,x,x,x,0%,x,-1%,x
CCOc1ccc(/C=c2\sc3nc(-c4ccco4)nn3c2=O)cc1OCC,-4%,i,0%,5%,8%,u,18,-1%,-8%
CCOC(=O)c1cccc(NC(=O)Cn2cnc3nc4c(cc3c2=O)CCCC4)c1,-10%,i,x,x,x,u,x,9%,x
CCN(CC)S(=O)(=O)c1cc(NS(=O)(=O)c2c(Cl)cccc2Cl)ccc1C,-21%,i,u,-11%,-1%,u,4,-18%,-6%
Cc1cc(F)ccc1C(O)c1ncc(-c2ccc(Cl)cc2)[nH]1 (configuration not stated),-13%,u,x,-23%,-20%,4%,0,0%,x
CNc1nc(-c2ccc3c(c2)CCN3C(=O)CC(C)(C)C)c(C)s1,5%,i,3%,-2%,9%,17%,-20,-8%,7%
Cc1cc(C)nc(SCC(=O)c2ccc(F)cc2)n1,x,u,-1%,-2%,1%,5%,-4,-1%,-13%
COc1cccc(-c2nnc(SCC(=O)Nc3ccc4c(c3)OCCO4)n2Cc2ccco2)c1,-28%,i,3%,-8%,-2%,0%,-4,-12%,-2%
C=CCNc1ncnc2c1ncn2[C@H]1CN(Cc2ccc(-c3ccccc3)cc2)C[C@@H](CO)O1,u,u,x,u,u,-1%,-12,u,x
Cc1cc2c3ccccc3ncn2n1,x,i,-2%,-5%,2%,-1%,12,-1%,-14%
CC(=O)c1cccc(OCC(=O)NC2CCCCCC2)c1,38%,i,2%,9%,18%,7%,-10,16%,-33%[inhibitor]
NS(=O)(=O)c1cc(C(=O)OCC(=O)Nc2ccc(N3CCCCC3)cc2)ccc1Cl,8%,i,-1%,9%,-4%,-10%,-2,-5%,6%
COc1ccc(NC(=O)c2c(NCc3cccs3)sc3c2CCCCC3)cc1,u,i,x,x,x,-11%,x,4%,x
CCOCCCNCc1ccc(Cl)cc1,1%,i,-6%,-3%,-2%,-23%,-7,-10%,-3%
C[C@H]1CN(C2CCCCC2)C(=O)[C@@H]1CC(=O)Nc1ccccc1,-13%,i,x,9%,17%,u,u,-4%,x
Cc1nn(CC(=O)OCC(=O)NC(C)c2ccccc2)c(C)c1[N+](=O)[O-] (configuration not stated),x,i,-6%,0%,12%,-22%,0,-1%,-5%
CN(C(=O)Nc1ccc(S(=O)(=O)N(C)C)cc1)C1CCCCC1,-27%,u,0%,-15%,-10%,1%,37,2%,-5%
COC(=O)COc1ccc(/C=N/NC(=O)CN(c2ccccc2OC)S(=O)(=O)c2ccccc2)cc1,u,u,u,-27%,-21%,3%,-96*,u,u
CCCCc1c(-c2ccc(OC)cc2)ncn1CCc1ccccc1OC,u,x,x,16µM*,16µM*,15µM*,-114*,u,x
CC(=O)Nc1ccc(S(=O)(=O)NCCC(=O)OCc2ccccc2F)cc1,1%,i,-4%,4%,1%[9.24 µM],u,-26,-1%,u
O=C(Nc1ccccc1C(=O)O)/C(=C/c1ccc([N+](=O)[O-])cc1)NC(=O)c1ccc(Br)o1,-22%,i,-32%[inhibitor],4%,5%,-3%,-5,13%,4%
CC(C)N1CCN(S(=O)(=O)c2ccccc2)CC1,-9%,i,-4%,u,25%,-30%,14,2%,1%

# Two records picked at random from the list so far, as already listed:
SMILES,ATXN2 expr inh,ATXN viability,MCF10A rerep,HT1080 IDH1KD tx,HT1080NT lethal,KB-V1 cytotox,IL1B secr inh,KB-3-1 tox,SW480 rerep
C[C@H]1CN(C2CCCCC2)C(=O)[C@@H]1CC(=O)Nc1ccccc1,-13%,i,x,9%,17%,u,u,-4%,x
CN(C(=O)Nc1ccc(S(=O)(=O)N(C)C)cc1)C1CCCCC1,-27%,u,0%,-15%,-10%,1%,37,2%,-5%

# Next entries:
SMILES,ATXN2 expr inh,ATXN viability,MCF10A rerep,HT1080 IDH1KD tx,HT1080NT lethal,KB-V1 cytotox,IL1B secr inh,KB-3-1 tox,SW480 rerep
O=C(NNC(=O)c1cccc(C(F)(F)F)c1)c1ccncc1,16%,i,-16%,3%,7%,23%,24,-7%,0%
CCCCn1c(N)c(N(CC)C(=O)CSCC(=O)Nc2ccc(OC)cc2)c(=O)[nH]c1=O,0%,i,-6%,-17%,-2%,-5%,45,16%,5%
CC1OC(Oc2ccc3ccc(=O)oc3c2-c2c(O)ccc3cc(Oc4ccc5ccc(=O)oc5c4)c(=O)oc23)C(O)C(O)C1O (configuration not stated),0%,u,-39%[inhibitor],7%,2%,17%,4,0%,-5%
Cc1ccc(CS(=O)(=O)Cc2ccc(C(=O)NCc3cccs3)o2)cc1,-10%,i,u,-5%,0%,-25%,-5,u,4%
CCC(CO)Oc1cc(NCc2ccccc2C(F)(F)F)c2ncn(C(C)C)c2c1 (configuration not stated),u,x,u,-4%,-18%,u,82,-4%,11%
Cc1ccc(S(=O)(=O)N2CCC(C)CC2)cc1,-33%,i,-4%,-2%,0%,-1%,-10,-3%,-2%
CC(O)c1ccc2c(c1)OCCOCCN(C)CCOCCO2 (configuration not stated),-28%,i,0%,15%,22%,6%,18,11%,0%
Cn1cc(-c2csc(C(O)c3ccc(F)c(F)c3)n2)cn1 (configuration not stated),-7%,i,x,15%,-3%,-34%,15,-7%,x
COC(=O)c1nc[nH]c1[N+](=O)[O-],-3%,i,-31%,10%,5%,-8%,0,u,9%
COCCNC(=O)CSc1ccc(Cl)cc1,-11%,u,-8%,-4%,-12%,-3%,0,-2%,u
Cc1cc(Cl)ccc1Oc1nccc(N(C)C)c1C#N,4%,i,6%,-5%,u,u,-70*,8%,-2%
C#CCOCCOCCOCCNc1nc(N2CCN(C(=O)C([C@@H](C)CC)n3cc(C(N)Cc4ccc(O)cc4)nn3)CC2)nc(N2CCN(C(=O)[C@H](CCC(=O)O)n3cc(C(N)CC(C)C)nn3)CC2)n1 (some centres not stated),0%,i,2%,0%,-5%,-10%,2,7%,-10%
OC(c1cccc(CN2CCCCC2)c1)c1ncc(-c2cccc3ccccc23)[nH]1 (configuration not stated),-10%,i,x,u,16µM*,-2%,-7,0%,x
COCCn1c(N)c(C(=O)NS(=O)(=O)c2ccc(C)cc2)c(=O)[nH]c1=O,-8%,i,-5%,u,-12%,0%,13,-19%,7%
COc1cc(C2C3=C(CCCC3=O)Nc3[nH]n(-c4ccccc4)c(=O)c32)ccc1OC(C)=O (configuration not stated),-11%,i,7.3µM*,3%,1%,4%,0,8%,21µM*
COc1ccc(C(=O)Nn2c(C)nc3ccccc3c2=O)cc1,x,i,-1%,4%,-9%,-3%,-4,-1%,-31%
CCCCN(CC)CCNC(=O)c1cc2c(=O)n(C)c3ccccc3c2n1C,u,u,u,u,u,-8%,-80*,u,u
CC(C)CCn1c(=O)c2cccnc2n(CC(=O)Nc2ccc(F)cc2)c1=O,-24%,u,x,x,x,-2%,x,0%,x
COc1ccc(-c2cc(C(F)(F)F)n3ncc(C(=O)N(C)Cc4ccccc4)c3n2)cc1,0%,i,u,u,-11%,0%,-56*,0%,23µM*
O=C1[C@@H]2CSC(c3ccc(F)cc3)N2C(=O)N1c1ccc(Cl)cc1 (some centres not stated),7%,i,x,x,x,-2%,x,3%,x
CC(C)C(C(=O)Nc1sc2c(c1C#N)CCCCC2)N1C(=O)c2ccccc2C1=O (configuration not stated),-8%,i,1%,0%[9.24 µM],-11%,2%,0,-5%,-6%

# Rows are unselected; about 11% have a hit in one of these screens.
